From PubChem
SW480 rereplic: A quantitative high throughput screen for small molecules that induce DNA re-replication in SW480 colon adenocarcinoma cells | 1.8% of 340,000 active | Potency, µM (top dose mostly 46.1 µM), for the others: at the top dose re-replication activation, hits mostly activators | SW480 DNA re-replication, Hoechst DNA content imaging, 48 h; note: potency is the fitted concentration of half-maximal effect; % of control where 0% means no effect; nearly all actives have a fitted effect of over 55% in size
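SW480 cells exposed to compounds for 48 hr at 37 C, 5% CO2, then Hoechst-stained 40 min. Nuclear DNA content imaged by fluorescence scanning (405 nm excitation, 500-530 nm emission); re-replication scored as increased high-intensity nuclei.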
D3 ag: qHTS of D3 Dopamine Receptor Agonist: qHTS; D(3) dopamine receptor (Homo sapiens), P35462; D3R DiscoveRx beta-arrestin cells, luminescence, 90 min; max activation, %; 0.58% of 410,000 active; in the data active = max activation above about 30%; note: 0% is about no effect; mostly tested at two doses, the higher about 12 µM
Target sequence (P35462 whole entry, looked up): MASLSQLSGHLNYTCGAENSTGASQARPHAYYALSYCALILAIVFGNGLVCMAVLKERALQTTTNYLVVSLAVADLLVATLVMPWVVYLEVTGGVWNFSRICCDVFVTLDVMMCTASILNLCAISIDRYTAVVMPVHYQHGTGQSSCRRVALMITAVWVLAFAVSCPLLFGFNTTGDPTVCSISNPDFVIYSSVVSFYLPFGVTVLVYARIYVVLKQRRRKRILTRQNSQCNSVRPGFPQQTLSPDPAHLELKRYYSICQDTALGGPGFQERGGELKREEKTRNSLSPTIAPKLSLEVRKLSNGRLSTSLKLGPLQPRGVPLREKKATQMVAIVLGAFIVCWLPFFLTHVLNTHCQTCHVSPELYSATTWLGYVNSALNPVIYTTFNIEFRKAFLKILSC
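Cells at 1500/well, incubated overnight, then treated with pinned compounds (dopamine as control) for 90 min at 37 degrees C. DiscoveRx reagent added for 30 - 60 minutes at room temperature; luminescence read.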
KB-V1 MDR tox: qHTS assay for MDR1-selective chemotherapeutics: Primary screen using the drug-selected MDR subline cells KB-V1 | Potency, µM (highest dose often 46.1 µM), without a hit: at the top dose activity change, negative = cytotoxicity, actives largely listed as cytotoxic | 3.4% of 400,000 active | KB-V1 MDR cells viability, CellTiter-Glo, 72 h; note: potency is the fitted concentration of half-maximal effect; % is set by controls: 0 for no effect and ±100 for the full control effect; nearly all actives have a fitted effect of over 60% in size
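Following 72 h at 37 degrees C with compound, KB-V1 cell viability was read by CellTiter-Glo luminescence, medium being phenol-red-free DMEM plus 10% FBS; concentration-response parameters came from normalized, curve-fitted qHTS data.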
GLP1R ag: qHTS of GLP-1 Receptor Agonists; Glucagon-like peptide 1 receptor (Homo sapiens), P43220; HEK293 GLP-1R CRE-luciferase, luminescence, 4-6 h; cells express a hypersensitive GLP-1R form; Potency, µM (highest dose often 45.6 µM), for inactives: at the highest dose activation, usual class: activators; 0.007% of 380,000 active; AID 624172, 2012; note: potency is the fitted concentration of half-maximal effect; % of control where 0% means no effect
Target sequence (P43220 whole entry, looked up): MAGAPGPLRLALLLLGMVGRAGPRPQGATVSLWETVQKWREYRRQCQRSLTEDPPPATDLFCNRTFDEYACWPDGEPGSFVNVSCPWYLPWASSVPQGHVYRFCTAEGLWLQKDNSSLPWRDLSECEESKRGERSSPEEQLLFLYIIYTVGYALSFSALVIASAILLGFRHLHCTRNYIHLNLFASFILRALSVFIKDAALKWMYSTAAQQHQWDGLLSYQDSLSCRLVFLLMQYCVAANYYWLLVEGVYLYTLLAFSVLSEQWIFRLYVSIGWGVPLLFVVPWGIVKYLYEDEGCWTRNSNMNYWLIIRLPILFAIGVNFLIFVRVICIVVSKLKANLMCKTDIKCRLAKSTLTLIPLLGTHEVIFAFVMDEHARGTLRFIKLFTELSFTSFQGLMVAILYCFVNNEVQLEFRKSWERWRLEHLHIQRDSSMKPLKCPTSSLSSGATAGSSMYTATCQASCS
IL-1B inflam inh: qHTS for Inhibitors of Inflammasome Signaling: IL-1-beta AlphaLISA Primary Screen | AID 743279, 2014 | 4.7% of 360,000 active | THP-1 LPS/ATP IL-1B secretion, AlphaLISA, 16 h; hits give low values | activity change, % at 57.5 µM; in the data active = activity change below about -50%; inconclusive = mostly about -30% to -49%; note: % is set by controls: 0 for no effect and ±100 for the full control effect
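Secreted IL-1B measured by AlphaLISA bead assay after 16 h compound exposure of THP-1 cells; compounds (final up to 57.5 uM) added 1 h before LPS (250 ng/mL) and ATP (1.25 mM) stimulation; lower signal means less secretion.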
HT1080 IDH1KD tx: qHTS for induction of synthetic lethality in tumor cells producing 2HG: qHTS for the HT-1080-IDH1KD cell line; HT-1080 IDH1 knockdown viability, ATP luminescence, 48 h; Potency, µM (titrated, usually from 46.1 µM), without a hit: top-dose activity, negative = toxicity, most hits filed as cytotoxic; 2% of 360,000 active;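 note: potency is the fitted concentration of half-maximal effect; 0% = DMSO wells and -100% = cell-free medium wells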
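Assay cells: HT-1080 with IDH1 knockdown, 750 per well, RPMI/5% FBS. Exposure: 48 h at 37 °C following 2 h pre-incubation. Read: CellTiter-Glo luminescence; fitted concentration-response, curve class assigned.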
KB-3-1 tox: qHTS assay for MDR1-selective chemotherapeutics: Primary screen using the parental adenocarcinoma cell KB-3-1. KB-3-1 viability, CellTiter-Glo ATP luminescence, 72 h. Potency, µM (titrated, usually from 46.1 µM), without a hit: at the top dose activity change, negative = cytotoxic, actives largely listed as cytotoxic. 1.4% of 400,000 active. AID 1347075, 2019; note: potency is the fitted concentration of half-maximal effect; % is set by controls: 0 for no effect and ±100 for the full control effect; nearly all actives have a fitted effect of over 60% in size
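KB-3-1 parental drug-naive adenocarcinoma cells in DMEM/10% FBS, incubated 72 h at 37 C with pin-transferred compounds across a concentration series. Viability by CellTiter-Glo luminescence; concentration-response curves fitted after normalization.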
HT1080NT lethal: qHTS for induction of synthetic lethality in tumor cells producing 2HG: qHTS for the HT-1080-NT fibrosarcoma cell line | HT-1080-NT fibrosarcoma viability, CellTiter-Glo ATP luminescence, 48 h | 1.6% of 360,000 active | Potency, µM (doses to about 46.1 µM), inactives show top-dose activity, negative = less viability, actives largely listed as cytotoxic | AID 686970, 2013;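 note: NT is the 2HG producing partner of a matched IDH1 knockdown line; potency is the fitted concentration of half-maximal effect; 0% = DMSO-treated cells and -100% = media-only wells without cells; nearly all actives have a fitted effect of over 55% in size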
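Toxicity toward the 2HG-producing NT line was scored as %Activity, normalised to DMSO and no-cell wells, from CellTiter-Glo luminescence after 48 hours' treatment.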
DRD3 antagonist: qHTS of D3 Dopamine Receptor Antagonist: qHTS | D(3) dopamine receptor (Homo sapiens), P35462 | D3R cells, DiscoveRx beta-arrestin luminescence, antagonist mode; hits give low values | max response, negative = inhibition, % | 2.5% of 360,000 active; in the data active = max response below about -50%; inconclusive = no clear call, values can overlap the other calls; note: % is set by controls: 0 for no effect and ±100 for the full control effect; mostly tested at two doses, the higher about 12 µM
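Cells expressing the human receptor were seeded at 1500 cells/well, incubated overnight at 37 degrees C in 5% CO2, then exposed to library compounds with dopamine controls for 90 minutes at 37 degrees C before luminescent detection.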
* = called active by the depositor; ? = inconclusive; . = not tested or not shown; [ ] = remark or other dose. Unless noted, calls come from the whole dose curve; as a rule, active = well fitted curve in the direction sought with a large enough effect; inconclusive = small, poorly fitted or top-dose-only effect, or another doubt; inactive = no such curve, though single readings can be large; an effect the other way counts as inactive or inconclusive.

SMILES	SW480 rereplic	D3 ag	KB-V1 MDR tox	GLP1R ag	IL-1B inflam inh	HT1080 IDH1KD tx	KB-3-1 tox	HT1080NT lethal	DRD3 antagonist
CCOC(=O)C(=O)Nc1nc(-c2ccc3c(c2)CCN3C(=O)C2CC2)c(C)s1	8%	-20	7%	-3%	-1	21%	5%	16%	1
C[C@@H]1CN([C@@H](C)CO)C(=O)CCCn2nncc2CO[C@@H]1CN(C)S(=O)(=O)c1ccc(Cl)cc1	.	3	?	10%	-14	0%	0%	-2%	11
O=C1N[C@@H](Cc2ccccc2)C(=O)N2[C@@H]1C[C@]1(Br)c3ccccc3N(S(=O)(=O)c3ccccc3)[C@H]21	2%	0	2%	5%	34	-13%	12%	9%	-18
Cc1nc2ccc(C(=O)Nc3cccc(NS(C)(=O)=O)c3)cn2c1N(C)C(=O)CCc1ccccc1	.	7	-3%	-6%	-6	7%	0%	9%	25
COC(=O)[C@H](CCSC)NC(=O)Cn1cnc2c(NCc3ccccc3)ncnc21	-9%	-3	-1%	2%	83	4%	0%	0%	0
CCOC(=O)[C@H]1[C@H]2COc3ccc(Cl)cc3[C@@H]2N2C(=O)c3cc(C)ccc3NC(=O)[C@@]12C	4%	-4	-7%	-1%	-13	1%	-11%	-14%	?
COc1ccc(S(=O)(=O)c2ccccc2)cc1NS(=O)(=O)c1cccc(C(=O)O)c1	-6%	1	?	1%	6	16%	-4%	28%	-3
CCOC(=O)CSc1ccc(S(=O)(=O)N(CC)CC)cc1[N+](=O)[O-]	-1%	-1	29%	4%	21	11%	8%	14%	-8
COc1ccc(NC(=O)c2c[nH]n3c(=O)cc(C4CCN(C(=O)OC(C)(C)C)CC4)nc23)cc1Cl	-21%	2	?	13%	-13	-7%	?	15%	1
NS(=O)(=O)c1ccc(Cl)cc1[N+](=O)[O-]	-4%	3	-11%	-3%	-11	-6%	-28%	1%	25
C/C(=N\OCC(=O)Nn1c(C)nc2ccccc2c1=O)c1cccs1	4%	-4	-17%	1%	2	-2%	0%	-3%	-11
Cc1ccc(CS(=O)Cc2ccc(C(=O)NCCCc3ccccc3)o2)cc1 (stereo not given)	.	0	?	5%	?	9%	7%	9%	66
CCN(CC)CCn1c(=N)n(CC(O)COc2cccc(C)c2)c2ccccc21 (stereo not given)	?	-7	-19%	7%	-67*	21µM*	?	?	-22
Cn1c(=O)n(C)c2cc(C(=O)O)ccc21	-7%	3	13%	-3%	5	9%	15%	-1%	-5
O=C(NCc1ccc(F)cc1)c1ccc2c(c1)N(Cc1c(F)cccc1Cl)C(=O)CS2	.	-1	?	-1%	.	.	7%	.	.
O=C(CNC(=S)N(Cc1ccccc1)Cc1cccnc1)NCCc1ccccc1	-1%	-26	0%	8%	-10	-5%	-4%	-13%	-3
COc1ccccc1CC(=O)NNS(=O)(=O)c1cccc([N+](=O)[O-])c1	-32%	7	2%	6%	2	18%	2%	21%	-1
COc1cccc(CNC(=O)CSc2nnc3c(n2)[nH]c2ccccc23)c1	-3%	-8	-26%	4%	21	-13%	-11%	-19%	-12
COc1ccc(N(Cc2ccccc2)S(=O)(=O)c2cccc(C(=O)Nc3ncccc3C)c2)cc1	11%	-11	-9%	3%	-5	-21%	-13%	-12%	?
O=C(c1ccc(F)cc1)n1c(=S)nc2ccccn21	-16%	1	4%	10%	0	-1%	3%	20%	2
CC(C)(C)C(c1nc2ccccc2[nH]1)n1c(-c2ccsc2)nc2ccccc21 (stereo not given)	.	1	?	.	-53*	?	?	?	3
C/C(=N/NC(=O)CNC(=O)c1ccncc1)c1ccc(Cl)cc1	-10%	-18	-8%	-1%	-14	4%	17%	1%	-6
CS(=O)(=O)N1CCN(c2ccccc2NC(=O)CSc2nnc(-c3ccco3)o2)CC1	-4%	2	-1%	6%	0	30%	10%	19%	5
COc1ccc(CCNC(=O)C(=O)NCC2OCCN2S(=O)(=O)c2ccc(Cl)cc2)cc1OC (stereo not given)	-5%	-2	-11%	-2%	6	-11%	-26%	-1%	-8
COc1ccc(C(OC(=O)c2ccco2)C(=O)NC2CCCC2)cc1 (stereo not given)	-9%	-3	-2%	7%	11	6%	6%	3%	5
C=CCNc1nc(N2CCOCC2)c(C#N)c2c1CN(C)CC2	1%	2	?	11%	-6	1%	?	-2%	9
O=C(Oc1c(Cl)cc(Cl)c2cccnc12)N1CCCCC1	7%	-5	-10%	3%	5	-8%	-7%	-1%	9
N#Cc1ccccc1OCCn1cncn1	-3%	0	-1%	0%	-17	-5%	7%	-4%	-3
CC(=O)c1ccc(C(=O)N2CCc3c([nH]c4ccccc34)C2c2cccc(C)n2)s1 (stereo not given)	12%	-33	-8%	21%	-67*	?	0%	-21%	-56*
CCOc1ccc(NC(=O)CN(C)C(=O)CN2C(=O)C3CC=CCC3C2=O)cc1OCC (stereo not given)	-122%[inhibitor]	2	20%	4%	15	-1%	9%	3%	-5
CCOC(=O)CN(C(=O)COc1nc(-c2ccccc2)cc(C)c1C#N)c1cccc(OC)c1	-17%	7	?	23%	3	-1%	2%	-3%	0
CCc1c(C(C)=O)oc2ccc3c(C)cc(=O)oc3c12	-18%	-5	-2%	14%	-10	0%	3%	-5%	9
COc1ccc(NC2CCCN(C(=O)c3ccc(OC)o3)C2)cc1 (stereo not given)	-11%	7	-14%	5%	3	5%	-3%	22%	3
CSc1ncccc1C(=O)Nc1cccc(S(=O)(=O)N(C)c2ccccc2)c1	-4%	4	-16%	-3%	-3	-3%	?	-4%	12
CC1CN(C(=O)COC(=O)c2cc(Cl)ccc2[N+](=O)[O-])CC(C)O1 (stereo not given)	4%	-4	-18%	12%	-8	15%	-18%	-4%	-7
Cc1cc(C(C)(C)C)cc(S(=O)(=O)NCCc2ccncc2)c1C	1%	1	4%	9%	-8	0%	-1%	1%	-18
O=C(Nc1ccccc1C(=O)N/N=C/c1ccc(O)cc1)c1ccccc1	-10%	1	12%	-2%	26	-2%	0%	-11%	-2
COC(=O)C1=NN(c2ccccc2OC)C2C(=O)N(c3ccccc3OC)C(=O)C12 (stereo not given)	?	-5	-9%	7%	0	-4%	0%	-9%	48
CCOC(=O)CN1C=C(c2ccc3ccccc3n2)C(C[N+](=O)[O-])c2ccccc21 (stereo not given)	?	-4	0%	-5%	11	-2%	1%	-1%	-16
O=C(N/N=C/c1ccc[nH]1)c1cccc(Br)c1	-2%	-4	-3%	-3%	8	-8%	30%	1%	4
Cc1noc(C)c1C(=O)OCC(=O)c1c(N)n(CC(C)C)c(=O)n(C)c1=O	-13%	-5	0%	-7%	1	2%	-1%	2%	-13
COc1ccc(Cc2c(-c3ccc(C)cc3)nc3c4ccccc4ccn23)c(C)c1	.	-12	14%	-5%	-18	-24%	0%	-28%	?
CCC(=O)N(C(=O)CC)N1CCN(c2ccncc2S(=O)(=O)N2CCCCC2)CC1	0%	1	-23%	-4%	9	-1%	0.029µM*	3%	-14
COc1ccc(CC(=O)Nc2cc(C)ccn2)cc1	-8%	-9	11%	-1%	-14	13%	3%	-1%	15
O=C(Nc1nc(=O)c2ccccc2s1)c1ccc(Cl)cc1	5%	2	0%	-5%	14	2%	-12%	-8%	-18
O=C(NO)C1CC2C=CC1C2 (stereo not given)	-1%	9	25%	-5%	12	7%	13%	5%	9
Cc1cc(=O)n2c(ccc3ccccc32)c1C#N	0%	1	-1%	-15%	-8	13%	11%	9%	0
COc1cccc2sc3cc(C#Cc4ccccn4)ccc3c(=O)c12	-1%	-13	-6%	-6%	?	-24%	-5%	-13%	-17
O=C([C@H](Cc1ccccc1)NS(=O)(=O)c1ccc(Cl)cc1)N1CC[C@@]2(O)CCCC[C@H]2C1	0%	7	?	2%	-10	-4%	2%	-19%	-20
Cc1cc(C)n(Cc2nc3ccccc3n2C)n1	-2%	0	-3%	-6%	16	3%	-5%	2%	0

Complete entries, looked up by structure:
`COc1ccc(NC(=O)c2c[nH]n3c(=O)cc(C4CCN(C(=O)OC(C)(C)C)CC4)nc23)cc1Cl` is listed with SW480 rereplic: -21%; D3 ag: 2; KB-V1 MDR tox: ?; GLP1R ag: 13%; IL-1B inflam inh: -13; HT1080 IDH1KD tx: -7%; KB-3-1 tox: ?; HT1080NT lethal: 15%; DRD3 antagonist: 1
`O=C(NCc1ccc(F)cc1)c1ccc2c(c1)N(Cc1c(F)cccc1Cl)C(=O)CS2` is listed with SW480 rereplic: .; D3 ag: -1; KB-V1 MDR tox: ?; GLP1R ag: -1%; IL-1B inflam inh: .; HT1080 IDH1KD tx: .; KB-3-1 tox: 7%; HT1080NT lethal: .; DRD3 antagonist: .

(listing goes on)
SMILES	SW480 rereplic	D3 ag	KB-V1 MDR tox	GLP1R ag	IL-1B inflam inh	HT1080 IDH1KD tx	KB-3-1 tox	HT1080NT lethal	DRD3 antagonist
CCCSc1nnc2n(-c3ccc(OC)cc3)c(=O)c3c4c(sc3n12)COC(C(C)C)C4 (stereo not given)	.	-12	-10%	-9%	.	.	?	.	.
Cc1ccc(CSCC(=O)Nc2ccccc2)cc1	-4%	9	-1%	8%	12	1%	1%	6%	11
O=C(NCCc1ccncc1)c1ccccc1F	-6%	1	15%	5%	-11	0%	5%	17%	21
CCOC(=O)CCNC(=O)N1CCCC(CNS(=O)(=O)c2cccs2)C1 (stereo not given)	-79%[inhibitor]	3	4%	-4%	6	-2%	2%	3%	-1
O=C(NCc1cccnc1)NC(=O)c1ccc(Cl)cc1	-7%	-5	10%	-4%	0	2%	-8%	8%	1
